High-throughput results: PubChem BioAssay, several laboratories
PvdQ inh = blocks Pseudomonas aeruginosa PvdQ acylase activity | 0.063% of 340,000 active | purified PvdQ acylase, fluorescence plate reader | inhibition, % at 10 µM; in the data active means inhibition above about 30%, passing the limit was not always enough;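 further: 0% = vehicle neutral wells and 100% = reference inhibitor wells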
NSD2 inh = NSD2 (human) methyltransferase inhibition. 0.54% of 310,000 active. NSD2 peptide methylation, AlphaScreen, 120 min. AID 743445. inhibition, % at 12.5 µM. O96028; in the data active means inhibition above about 50%
Wnt act = activators of Wnt/beta-catenin signaling. Wnt/beta-catenin reporter cell assay, activator, plate reader. 1.2% of 300,000 active. activation, % at 9.35 µM; in the data active means activation above about 30%, passing the limit was not always enough;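 further: 0% = neutral control wells and 100% = positive control wells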
SR-BI DiI inh = mouse SR-BI HDL lipid transfer inhibition | ldlA[mSR-BI] CHO cells, DiI-HDL uptake fluorescence, 3 h | 0.96% of 320,000 active | Q61009 | inhibition, % at 12.5 µM | AID 488896;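 active means mean replicate inhibition of at least 70% and a set share of replicates each scoring 70 or more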;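 further: 0% = median of neutral control wells and 100% = median of positive control wells; values of inactives mirror those of a sister screen read the other way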
Target sequence (Q61009 whole entry, looked up): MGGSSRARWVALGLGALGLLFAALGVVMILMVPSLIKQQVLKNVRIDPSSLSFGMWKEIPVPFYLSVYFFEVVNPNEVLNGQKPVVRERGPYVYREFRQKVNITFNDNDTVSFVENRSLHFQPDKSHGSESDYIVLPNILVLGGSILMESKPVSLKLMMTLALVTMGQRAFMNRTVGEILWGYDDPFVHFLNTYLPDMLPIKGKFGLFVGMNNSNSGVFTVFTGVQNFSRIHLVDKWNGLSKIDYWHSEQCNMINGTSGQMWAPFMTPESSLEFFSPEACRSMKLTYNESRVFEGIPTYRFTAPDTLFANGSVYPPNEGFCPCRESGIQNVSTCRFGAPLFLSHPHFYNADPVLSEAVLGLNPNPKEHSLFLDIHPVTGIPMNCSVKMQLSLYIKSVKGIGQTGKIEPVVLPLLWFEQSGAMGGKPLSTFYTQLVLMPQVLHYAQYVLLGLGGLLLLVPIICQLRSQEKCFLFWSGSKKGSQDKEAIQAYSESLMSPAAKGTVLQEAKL
HTR5A ag = activates human HTR5A in OPRM1-OPRD1 agonist counter-screen | P47898 | HTR5A agonist assay, luminescence, cell-based | activation, % at 9.3 µM | 0.61% of 340,000 active | AID 504692; in the data active means activation mostly above about 9.5%, no sharp cut-off; inactive means mostly below about 7.6%;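 further: 0% = cells with vehicle only and 100% = reference agonist; strong numbers were not always called active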
V-ATPase pHluor = regulators of yeast V-ATPase proton transport; S. cerevisiae, pHLuorin cytosolic pH fluorescence; response, % at 10 µM; 0.37% of 350,000 active; in the data active means response mostly above about 7.3%, no sharp cut-off; inactive means mostly below about 5.4%; further: actives read high; inactives centre near 0; some compounds called inactive have numbers as strong as hits; reference of the scale not given here
MITF act = MITF TRPM1 promoter activation in melanoma cells | SK-MEL-5 TRPM1-promoter luciferase, 24 h; % of positive control, neutral wells = 0 | AID 588334 | activation, % at 12.5 µM | 0.75% of 300,000 active;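 active means mean activation of at least 80% with every replicate also reaching 80%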;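 further: 0% = neutral control wells and 100% = parthenolide positive control wells; values of inactives mirror those of a sister screen read the other way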
HTR5A inv ag = inverse agonist of human HTR5A in OPRM1-OPRD1 counter-screen; HTR5A cell line, luminescence, inverse agonism; P47898; inhibition, % at 9.3 µM; 0.083% of 340,000 active; in the data active means inhibition mostly above about 23%, no sharp cut-off; inactive means mostly below about 18%;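 further: 0% = cells with DMSO and 100% = no-cell wells with DMSO; some compounds called inactive have numbers as strong as hits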
CDK5 inh = CDK5/p35 (human) kinase inhibition; inhibition, % at 10 µM; Recombinant CDK5/p35, ADP-Glo luminescence, 60 min; AID 488839; 0.01% of 330,000 active;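 active means highest replicate inhibition of at least 50% and at least 75% of replicates reaching 50%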;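 further: plate controls were DMSO neutral control for no effect and GW8510 at 10 µM for full effect; many of its hits are not listed in these tables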
dFosB act = enhances mouse delta FosB homodimer DNA binding. activation, % at 25 µM. 0.99% of 340,000 active. purified delta FosB, TAMRA-CDK5 oligo fluorescence polarization; percent of positive-control signal above neutral wells;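 active means mean activation above about 17%, with every replicate also reaching it, limit read from the data, passing the limit was not always enough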;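 further: fluorescence polarization rise as delta FosB binds a TAMRA Cdk5 AP-1 oligo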
Target sequence (P13346 whole entry, looked up): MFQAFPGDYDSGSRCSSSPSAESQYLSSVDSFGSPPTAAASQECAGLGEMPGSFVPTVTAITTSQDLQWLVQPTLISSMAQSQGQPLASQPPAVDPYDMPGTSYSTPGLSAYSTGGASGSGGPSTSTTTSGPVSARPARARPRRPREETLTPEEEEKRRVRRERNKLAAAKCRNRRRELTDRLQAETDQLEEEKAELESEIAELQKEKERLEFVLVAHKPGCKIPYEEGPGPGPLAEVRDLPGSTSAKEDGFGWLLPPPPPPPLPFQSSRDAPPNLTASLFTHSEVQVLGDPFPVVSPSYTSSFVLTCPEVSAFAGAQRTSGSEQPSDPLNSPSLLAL
An asterisk follows results filed as active; . = no result given.

SMILES	PvdQ inh	NSD2 inh	Wnt act	SR-BI DiI inh	HTR5A ag	V-ATPase pHluor	MITF act	HTR5A inv ag	CDK5 inh	dFosB act
CCCCC(=O)Nc1nc(C)c(-c2csc(Nc3cc(OC)ccc3OC)n2)s1	9	.	-8	83*	18	0	-16	-47	0.3	8
CCn1c2ccccc2c2cc(NC(=O)Cc3ccc(S(=O)(=O)N4CCOCC4)s3)ccc21	-2	13	-7	26	-1	3	2	10	-0.1	-11
Cc1ccc(OCC(=O)Nc2ccccc2C(=O)NC2CC2)cc1	-7	-1	0	-3	0	3	12	-2	-0.5	-8
Cn1c(N)c(C(=O)COC(=O)CCc2c[nH]c3ccccc23)c(=O)n(C)c1=O	-7	1	.	2	1	0	-12	-2	-0.1	-3
CC1CN(S(=O)(=O)c2ccc(C(=O)Nc3ccc(S(=O)(=O)Nc4ncccn4)cc3)cc2)CC(C)O1 (centres undefined)	0	.	-1	-3	1	-2	1	47	0.1	3
CCN(CC1CCCO1)C(=O)c1cc(COc2ccc(F)cc2F)on1 (centres undefined)	-13	-2	-2	15	-1	-1	-2	-7	-0.7	0
COc1ccc(CCN2CCCC(CN(C)C(=O)c3ccoc3C)C2)cc1 (centres undefined)	-14	3	7	-9	4	1	14	-21	0.6	4
Cc1cc(NC(=O)CN2CCCC(C)C2)no1 (centres undefined)	-17	-2	-1	4	-2	-1	3	5	0.0	3
CCOC(=O)c1sc2nc(C)c3c(c2c1N)CC(C)(C)OC3	-4	1	.	37	0	-4	-3	-15	-1.0	-3
CCOC(=O)CNC(=O)N1c2ccccc2Sc2ccccc21	-13	.	-10	.	-3	-5	3	-11	-0.8	-4
Cc1ccc(C(=O)Nc2nnc(-c3ccco3)o2)cc1C	5	-1	.	9	-1	-1	7	5	0.6	-7
CCCC(=O)NC(=S)Nc1ccccc1C(=O)OC	4	1	.	6	4	-2	-6	-12	-1.3	-12
COc1ccccc1CCNC(=O)C1CCCO1 (centres undefined)	11	-8	.	-7	1	-3	2	-27	1.7	-6
Cc1cc(C)cc(C(=O)NCC(=O)OCC(=O)NCC(F)(F)F)c1	7	-3	7	1	1	1	11	-2	-0.3	-4
Cc1c(/C=N/NC(=O)COc2ccccc2[N+](=O)[O-])c2ccccc2n1C	-5	0	-2	35	3	0	-6	-14	0.6	-4

SMILES	PvdQ inh	NSD2 inh	Wnt act	SR-BI DiI inh	HTR5A ag	V-ATPase pHluor	MITF act	HTR5A inv ag	CDK5 inh	dFosB act
CN(C)c1nccc(N(Cc2ccccc2)Cc2ccccc2)c1C#N	-6	-4	.	-10	-4	3	24	11	1.1	-10
CCOc1ccc(Br)cc1CC(=O)O	3	0	-1	-21	-4	0	-2	21	0.2	-2
O=C(CN1CCN(C(=O)CNC(=O)c2ccc3c(c2)OCO3)CC1)Nc1ccc(F)cc1	-12	1	1	34	1	1	6	-4	-0.1	-4
COc1ccc(CCNC(=O)CN(C2CCCCC2)S(C)(=O)=O)cc1OC	-11	-1	-1	-25	-1	0	-7	3	1.2	-3
c1ccc(CSc2nnc(-c3ccccn3)n2-c2ccccc2)cc1	-3	0	-4	1	1	1	.	-3	-0.2	-8
CCOCc1nnc(NC(=O)C2CC(=O)N(C3CCCC3)C2)s1 (centres undefined)	-5	.	-2	-11	-2	-5	4	14	0.5	-3
Cc1cccc(OCC(=O)N/N=C\c2cccn2C)c1C	-3	-2	-1	-6	-1	-7	14	3	-0.3	5
Nc1cccnc1Sc1cc(Cl)cc(Cl)c1	-6	.	1	2	10	4	.	-26	-1.3	2
CCOc1cc(NC(=O)c2ccco2)c(OCC)cc1NC(=O)CCc1ccccc1OC	-11	.	.	55	-4	3	-10	11	-0.6	-10
CCOC(=O)N1CCC(=NNC(=O)NC2CCCCC2)CC1	-3	2	22	1	-1	0	11	4	-0.8	2
COc1cc(C(=O)NNC(=O)COc2ccc(C)cc2)ccc1OCC(=O)N1CCOCC1	11	-2	-2	-4	-2	0	-3	5	-0.4	-4
O=C(Cc1ccccc1)N1CCC(C(=O)N2CCN(c3ccc(F)cc3)CC2)CC1	-8	-1	.	60	3	.	2	-3	1.4	-8
Cc1cc(C)cc(NC(=O)N2CCN(C/C=C/c3ccccc3)CC2)c1	-7	1	.	11	-5	-1	-12	11	-0.5	-12
S=C(N/N=C/c1cccc2ccccc12)Nc1cccc(Cl)c1	-9	-1	0	16	1	-2	.	11	1.1	-8
Cc1ccc(NC(=S)N=Nc2c(O)n(C)c3ccc(S(=O)(=O)N4CCOCC4)cc23)cc1C	-11	-1	.	54	4	4	-17	-9	2.3	1

SMILES	PvdQ inh	NSD2 inh	Wnt act	SR-BI DiI inh	HTR5A ag	V-ATPase pHluor	MITF act	HTR5A inv ag	CDK5 inh	dFosB act
CCNc1nc(Cl)nc(NCc2ccccc2)n1	-5	-2	.	-16	-4	-1	-2	-14	2.3	13
Cc1cc(CNC(=O)COc2ccc([N+](=O)[O-])cc2)c2ccccc2n1	-1	-2	-3	-2	3	2	-2	-34	0.0	-7
COc1ccc(C(=O)Nn2c(CC(C)C)nc3cc(Cl)ccc3c2=O)c(OC)c1	-16	-6	-2	19	2	-3	9	-34	0.2	-13
Cc1cccc(N(C)S(=O)(=O)c2ccc3c(c2)C(C)(C)C(=O)N3C)c1	-12	.	1	-2	6	-1	-2	-13	-1.5	-9
COCCNC(=O)CCc1nnc(C2(c3ccc(Cl)cc3)CCC2)o1	-14	0	-1	-6	2	-1	20	-4	0.8	-3
O=C(COc1cccc(-n2cnnn2)c1)N1CCOCC1	-18	-2	.	3	0	3	.	-9	-2.6	-4
Cc1noc(C)c1CSc1ccccc1C(=O)N(C)CC(=O)Nc1cccc(F)c1	-4	.	-2	-4	-5	0	13	12	1.3	1
O=C(NC1CCCN(Cc2ccc(Cl)cc2)C1)c1c(F)cccc1F (centres undefined)	-9	-3	-1	12	-3	0	3	5	0.8	-13
CCCNC(=S)N1CCC(Cc2ccccc2)CC1	10	6	0	3	5	5	2	10	0.0	-4
O=C(Nc1ccc2c(c1)CCC2)C1CCCO1 (centres undefined)	-10	2	8	0	2	1	37	-52	-1.6	1
Cc1ccc(NC(=S)NCC2CCN(C(C)c3ccccc3)C2)cc1 (centres undefined)	-9	10	2	3	2	1	-9	-1	1.9	1
Cn1c(SCC(=O)NCCN2C(=O)CSC2=O)nc2ccccc2c1=O	6	.	2	-5	4	-2	.	-8	-0.6	0
COc1ccc(OC)c(NC(=O)COC(=O)CCNc2ccccc2OC)c1	2	6	3	-4	0	-4	-2	1	0.8	1
Cc1ccc(C)c(C2C(=O)c3ccccc3C2=O)c1	-12	-2	0	-14	1	1	-14	-3	0.6	-5
Cc1nnc(SCC(=O)Nc2ccc(C(N)=O)cc2)n1-c1ccccc1	-1	0	-8	.	2	-3	-1	-26	-0.4	-5

SMILES	PvdQ inh	NSD2 inh	Wnt act	SR-BI DiI inh	HTR5A ag	V-ATPase pHluor	MITF act	HTR5A inv ag	CDK5 inh	dFosB act
Cc1cc(C)cc(N(CC(=O)NCC2CCCO2)C(=O)CN2C(=O)COc3ccccc32)c1 (centres undefined)	-16	3	.	8	-5	-1	4	15	-2.6	2
CCn1cc(Br)c(C(=O)Nc2ccc(Cl)c(Cl)c2)n1	-12	-3	.	14	2	-2	58	-20	-1.2	-6
c1ccc2c(-c3cncc4ccccc34)cncc2c1	12	1	2	-2	7	7	2	18	-0.3	-11
COc1ccccc1Cc1nc(-c2ccc(Br)o2)no1	-7	.	25	7	-2	-5	15	5	0.3	3
Cc1ccccc1NC(=O)/C=C/c1ccc([N+](=O)[O-])s1	-13	1	.	14	6	-4	-92	1	-0.5	-4
O/N=C/C1=C(Cl)c2ccccc2CC1	11	0	-1	-8	-4	-3	17	11	-0.2	10
COc1ccc(C(=O)O)cc1NCc1ccc(C)s1	-8	1	1	-19	1	0	.	-4	-1.0	-3
O=C(CN1C(=O)S/C(=C\c2ccc(F)cc2)C1=O)Nc1cccc(S(=O)(=O)NCc2ccco2)c1	-5	4	2	-22	1	4	-4	-27	-0.5	4
O=C(CSc1ncnc2c1cnn2-c1ccc(F)cc1)NCC1CCCO1 (centres undefined)	-1	0	0	-5	9	3	-8	1	-0.5	-11
Cc1ccc2c(c1)N(CCCC(=O)NCc1cccnc1)C(=O)CO2	-1	.	-3	-18	-3	0	0	10	0.1	-6
COc1ccc(/C=C/C(=O)c2ccc(OC)cc2OC)cc1	0	.	0	40	5	4	24	37	-5.2	0
CC(=O)Nc1nnc(-c2ccc3c(c2)CCCC3)o1	-9	.	11	8	13	4	31	-37	-0.6	-17
COc1ccc(/C=C2\N=C(C)OC2=O)cc1[N+](=O)[O-]	-7	3	1	-25	-3	6	0	-11	0.5	-2
COC(=O)CNC(=O)C1CC(=O)N(CCc2ccc(F)cc2)C1 (centres undefined)	2	3	0	-14	-3	-2	.	13	1.7	7
C/C(=N\Nc1nc(N2CCCCC2)nc(N2CCOCC2)n1)c1ccccc1O	-2	4	-3	47	.	0	24	.	-0.5	-5

Some of these compounds in order of their number in SR-BI DiI inh, lowest first.
Structure	SR-BI DiI inh
O/N=C/C1=C(Cl)c2ccccc2CC1	-8
CCn1cc(Br)c(C(=O)Nc2ccc(Cl)c(Cl)c2)n1	14
COc1ccc(/C=C/C(=O)c2ccc(OC)cc2OC)cc1	40

Next section
SMILES	PvdQ inh	NSD2 inh	Wnt act	SR-BI DiI inh	HTR5A ag	V-ATPase pHluor	MITF act	HTR5A inv ag	CDK5 inh	dFosB act
O=C(Cc1ccccc1)c1ccccc1C(=O)N1CCCCC1	-6	3	1	-6	-1	1	5	4	-1.1	0
COc1ccc(S(=O)(=O)NNC(=S)NCCc2ccccc2)c(OC)c1	-9	0	-2	-19	-2	5	-1	1	-1.7	-7
COc1cccc(NC(=O)Cn2cc(C(=O)C3CC3)c3ccccc32)c1	-2	.	1	-3	2	-8	4	0	-0.4	3
COc1ccc(OC)c(/C=N/NC(=O)c2ccc(=O)[nH]n2)c1	-14	-8	3	.	3	-1	-10	17	-1.9	4
COc1ccc(N2CCN(C(=O)Nc3ccc(S(=O)(=O)N(C)C)cc3)CC2)cc1	-3	-1	-3	20	-4	0	-6	2	-3.5	1
CCN(CC)CCNC(=O)CCc1n[nH]c(=O)c2ccccc12	5	22	-1	-9	0	-1	-8	-8	0.2	-7
COc1ccc(NS(=O)(=O)c2ccc(C)c(C(=O)N3CC(C)OC(C)C3)c2)cc1 (centres undefined)	0	0	0	-14	0	17	6	-25	1.2	-5
CC(=O)c1cccc(CN2CCN(CCC(C)C)C(CCO)C2)c1 (centres undefined)	-12	.	-2	-20	1	3	0	-3	3.2	-4
COCc1cc(C)nc(SCC(=O)NCC2CCCO2)c1C#N (centres undefined)	-9	-1	-1	-18	7	0	2	-19	-1.5	2
O=C1N=C(N2CCOCC2)S/C1=C\c1ccncc1	0	0	21	-6	3	-8	-6	0	-0.5	3
Cc1cc(C(=O)c2ccccc2)nc2ccccc12	-12	0	3	10	1	2	8	20	-1.0	4
CC(=O)NC(Cc1ccc(F)cc1)C(=O)NC1CCN(S(=O)(=O)c2ccccc2)CC1 (centres undefined)	-9	-2	-3	-4	4	0	1	-20	-2.9	-4
COc1ccc(NC(=O)CNC(c2ccccc2)c2ccccc2)cc1Cl	-9	-8	-2	.	5	-1	-9	-15	-1.4	3
Cc1cccc(N(C(=O)c2csnn2)C(C(=O)NC2CCCC2)c2ccncc2)c1 (centres undefined)	7	12	-4	.	8	-1	-6	-22	-0.9	-1
CC(C)C[C@H]1CN([C@@H](CC(C)C)CN2CCC[C@@H]2CN2C(=O)C(=O)NC[C@@H]2Cc2ccccc2)C(=O)C(=O)N1CCc1ccccc1	-4	.	-3	21	4	1	3	-12	-0.7	-16
